# SENP8 block-1: inhibitors of human SENP8 protease | Q96LD8 | recombinant SENP8, Nedd8 substrate fluorescence | inhibition, % at 20 µM | 360,000 compounds, 0.64% hits | AID 602440; in the data active = inhibition mostly above about 40%, no sharp cut-off; inactive = mostly below about 27%
# HKDC1 inh: inhibitors of human hexokinase HKDC1 | recombinant HKDC1, G6PDH/diaphorase resazurin coupled fluorescence | 340,000 compounds, 0.16% hits | inhibition, % at 20 µM | AID 493160 | Q2TB90;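 active = inhibition above about 35% when tested at 20 µM, limit read from the data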;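 also: plate controls were DMSO wells with enzyme for no effect and DMSO wells lacking enzyme for full effect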
#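 Assay system: in-house recombinant HK5 (HKDC1) enzyme. Input: HKDC1 at 5 µg/mL. Medium: Tris pH 8.0 buffer with MgCl2, Tween-20, BSA, BME. Dosing: single 20 µM dose. Schedule: 90 min reaction incubation at room temperature, dark. Signal: resazurin-to-resorufin fluorescence via G6PDH and diaphorase coupling, 525/613 nm. Controls: DMSO-enzyme wells negative, buffer-substituted wells positive.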
# SENP7 inh: SENP7 protease inhibition. inhibition, % at 5 µM. AID 434973. recombinant SENP7, Z-RLRGG-aminoluciferin luminescence, 40 min. 330,000 compounds, 1.5% hits. Q9BQF6;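 active = inhibition above about 50% at the single test dose, limit read from the data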;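 also: plate controls were DMSO with enzyme for no effect and no enzyme buffer wells for full effect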
# Target sequence (Q9BQF6 706-1050 limits assumed): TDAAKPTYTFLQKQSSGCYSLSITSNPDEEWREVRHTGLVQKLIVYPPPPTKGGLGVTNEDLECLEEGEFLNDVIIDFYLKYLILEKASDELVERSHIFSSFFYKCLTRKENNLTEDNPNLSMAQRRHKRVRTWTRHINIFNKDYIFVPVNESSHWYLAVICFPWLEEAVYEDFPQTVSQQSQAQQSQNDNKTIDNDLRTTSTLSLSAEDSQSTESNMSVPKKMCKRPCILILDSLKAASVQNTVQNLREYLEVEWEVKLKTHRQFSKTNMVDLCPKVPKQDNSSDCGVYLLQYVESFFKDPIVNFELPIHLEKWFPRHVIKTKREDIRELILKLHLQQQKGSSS
# Apaf1 inhib: human Apaf-1 inhibition; inhibition, % at 20 µM; 330,000 compounds, 0.71% hits; reconstituted apoptosome caspase-3 activity, DEVD-Rh110 fluorescence; O14727; active = inhibition of at least 40% at 20 µM;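 also: plate controls were DMSO wells for no effect and DEVD-CHO caspase inhibitor wells for full effect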
#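 detection = Rh110 fluorescence intensity | test system = biochemical Apaf-1 apoptosome reconstitution | also added = cytochrome c and DEVD-Rh110 substrate | schedule = 30 min plus 50 min, RT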
# SENP6 block: inhibitors of human SENP6 protease; Q9GZR1; Recombinant SENP6 catalytic domain, aminoluciferin luminescence; inhibition, % at 10 µM; 330,000 compounds, 1.8% hits;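 active = inhibition above about 50% at the single tested dose, limit read from the data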;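 also: plate controls were DMSO wells with enzyme for no effect and DMSO wells lacking enzyme for full effect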
# Target sequence (Q9GZR1 628-1112 limits assumed): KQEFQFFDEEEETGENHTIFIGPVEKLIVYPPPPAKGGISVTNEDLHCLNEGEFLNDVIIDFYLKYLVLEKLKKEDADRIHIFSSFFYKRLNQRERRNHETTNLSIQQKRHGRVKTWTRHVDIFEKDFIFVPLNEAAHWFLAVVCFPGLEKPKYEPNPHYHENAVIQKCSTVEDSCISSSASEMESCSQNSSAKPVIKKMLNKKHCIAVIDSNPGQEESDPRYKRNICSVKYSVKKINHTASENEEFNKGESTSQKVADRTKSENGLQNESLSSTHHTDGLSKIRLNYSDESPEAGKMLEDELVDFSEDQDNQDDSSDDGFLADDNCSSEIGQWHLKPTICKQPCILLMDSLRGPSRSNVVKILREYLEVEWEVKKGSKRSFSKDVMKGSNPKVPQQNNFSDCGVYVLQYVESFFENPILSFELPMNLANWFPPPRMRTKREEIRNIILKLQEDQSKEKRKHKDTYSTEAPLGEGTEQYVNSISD
# PfG6PD inh: PfG6PD (Plasmodium falciparum) enzyme inhibition | inhibition, % at 20 µM | 350,000 compounds, 0.78% hits | PfGluPho enzyme, NADPH resazurin-diaphorase fluorescence;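 active = inhibition reaching at least a set limit at 20 µM in the primary screen, cut at about 59% in these data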;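 also: 0% = DMSO wells with substrate and 100% = DMSO wells lacking glucose-6-phosphate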
# SENP8 block-2: SENP8 protease inhibition; Q96LD8; purified SENP8, Z-RLRGG-aminoluciferin cleavage, luminescence; inhibition, % at 10 µM; 330,000 compounds, 1.2% hits; AID 2540; in the data active = inhibition above about 50%
# SENP1 FRET inh: blocks the human SENP1 SUMO protease catalytic domain; Q9P0U3; recombinant SENP1 catalytic domain, CyPet-SUMO1-YPet FRET cleavage; inhibition, % at 10 µM; 360,000 compounds, 0.21% hits; AID 624204;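 active = inhibition at least 30% at 10 µM, raw YFP signal under a set limit, fluorescence ratio 0.5 to 1.5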;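 also: 0% = enzyme with DMSO and 100% = no enzyme wells; some results filed as inactive read as strong as hits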
# Target sequence (Q9P0U3 419-644 limits assumed): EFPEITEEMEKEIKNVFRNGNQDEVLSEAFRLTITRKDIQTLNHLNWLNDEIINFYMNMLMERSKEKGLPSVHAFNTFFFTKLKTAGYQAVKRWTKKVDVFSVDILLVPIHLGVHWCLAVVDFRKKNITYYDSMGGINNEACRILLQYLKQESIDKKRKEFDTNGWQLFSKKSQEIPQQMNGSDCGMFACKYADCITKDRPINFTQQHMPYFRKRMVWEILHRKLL
#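 Compound: 10 µM single point, 0.5% DMSO; Test system: hSENP1 catalytic domain, recombinant; Timing: 50 min reaction at room temperature; Technique: FRET, CFP and YFP emission; Control set: no-enzyme wells low, DMSO-plus-enzyme wells high control.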
# * marks the source's active call; other numbers are inactive results; x = no result given.
SMILES,SENP8 block-1,HKDC1 inh,SENP7 inh,Apaf1 inhib,SENP6 block,PfG6PD inh,SENP8 block-2,SENP1 FRET inh
COc1ccc(C2NC(=O)NC(C)=C2C(=O)OCc2ccccc2)cc1 (stereo not drawn),13.0,-3.0,-10.9,-7.9,13.8,5.3,-7.1,1.6
O=C(Nc1cc(Cl)cc(Cl)c1)N1CCCN(Cc2ccccc2)CC1,13.4,-0.6,-1.9,-4.2,-2.2,11.8,-7.9,1.4
O=C1/C(=N\S(=O)(=O)c2cccs2)C([n+]2cccc(Cc3ccccc3)c2)=C([O-])c2ccccc21,77.3*,5.6,30.3,34.2,49.0,63.0*,30.8,16.3
CCOC(=O)CNC(=O)C1(NC(=O)CNC(=O)OCc2ccccc2)CCCC1,13.9,-6.9,x,x,x,18.6,x,-6.8
COc1ccc(N2C(=O)NC(NS(=O)(=O)c3ccc(Cl)cc3)(C(F)(F)F)C2=O)cc1 (stereo not drawn),8.9,-6.5,3.4,-0.6,-3.0,-12.0,5.3,2.7
COc1cc(CN2CCN(C3CCC3)CC2CCO)cc(OC)c1 (stereo not drawn),14.6,-5.2,-15.6,-4.2,-17.9,1.3,-7.5,0.4
COCc1c(C(=O)N2CCN(Cc3ccc(C#N)cc3)CC2)oc2ccccc12,9.4,-7.2,3.3,0.5,-12.7,-0.5,4.0,0.6
O=C(NCc1c(Cl)cccc1Oc1ccccc1)c1ccccc1,-1.9,-1.8,11.1,1.7,-9.3,6.8,-10.4,-0.5
O=C(O)CN1C(c2ccccc2O)Nc2ccc(Br)cc2C1c1ccccc1 (stereo not drawn),7.3,12.8,1.9,12.5,-0.4,-6.6,1.4,-0.5
Cc1c2n(c3ccccc13)CCN(C)C2,-90.8,-2.0,-7.0,8.0,0.7,6.8,-1.0,0.9
Oc1ccccc1C(=S)N1CCN(c2cccc(Cl)c2)CC1,5.9,-5.8,9.5,6.7,-6.7,53.4,-1.2,-0.2
CN(C)CCCNC(=S)N(CCO)Cc1cc2cc3c(cc2[nH]c1=O)OCO3,-495.8,0.3,3.5,11.3,10.5,4.2,-0.2,-4.6
CSc1nc2cc(C)nn2c(-c2ccccc2)c1C#N,6.7,1.8,-3.9,3.6,1.3,-20.2,0.0,-0.7
CCOC(=O)c1sc2nc(C)nc(NC3CCC(O)CC3)c2c1C (stereo not drawn),-336.4,-1.6,-8.8,-4.1,-13.1,-5.5,1.2,0.6
CC1CCc2c(ccc3ccccc23)C1=O (stereo not drawn),0.7,3.4,x,x,x,1.0,x,1.1

# Sorted by the number under SENP1 FRET inh (low to high): some entries from above
structure,SENP1 FRET inh
CCOC(=O)c1sc2nc(C)nc(NC3CCC(O)CC3)c2c1C (stereo not drawn),0.6
COc1ccc(C2NC(=O)NC(C)=C2C(=O)OCc2ccccc2)cc1 (stereo not drawn),1.6
O=C1/C(=N\S(=O)(=O)c2cccs2)C([n+]2cccc(Cc3ccccc3)c2)=C([O-])c2ccccc21,16.3

# Carrying on:
SMILES,SENP8 block-1,HKDC1 inh,SENP7 inh,Apaf1 inhib,SENP6 block,PfG6PD inh,SENP8 block-2,SENP1 FRET inh
COc1cccc(/C=N/NC(=O)c2ccccc2NC(=O)c2ccco2)c1OC,-48.2,4.0,0.4,9.1,-12.6,-4.1,-7.1,-3.6
Cc1cc(C)cc(N2CC(C(=O)OCC(=O)Nc3cc(C)on3)CC2=O)c1 (stereo not drawn),16.1,-2.2,-1.6,0.3,14.4,6.4,-2.8,0.4
O=C(C1CC1)N1N=C(c2ccncc2)CC1(O)C(F)(F)F (stereo not drawn),-4.0,-6.8,-1.2,-6.7,-2.0,-6.4,3.3,1.9
N#Cc1c(N)nc2c(c1-c1ccncc1)CCCCCC2,-285.5,-3.1,1.6,0.0,-1.7,-8.0,2.8,-0.3
COc1cc(/C=N/NC(=O)CC#N)cc(Br)c1O,-342.6,-3.9,2.3,5.2,2.9,23.8,4.8,-7.0
O=C(Nc1c(F)c(F)c(F)c(F)c1F)C1CCCCC1,-9.3,-12.0,-3.9,-2.9,23.7,-22.6,1.6,0.5
Cc1cc(C)n(S(=O)(=O)c2ccc(Cl)c(Cl)c2Cl)n1,28.2,1.4,3.4,15.2,3.1,10.2,1.1,-0.1
CC1CCCN(C(=O)CSc2nnc(-c3ccc(O)cc3)o2)C1 (stereo not drawn),17.5,-1.6,-0.7,1.2,-18.5,-11.6,4.0,1.1
S=c1[nH]nc(Cc2cccs2)n1-c1ccccc1,8.8,0.6,12.4,5.3,-17.8,30.4,10.2,-0.1
CCC(C)NC(=O)c1cn(-c2cccc(C)n2)cn1 (stereo not drawn),15.4,1.2,6.2,-4.2,11.9,-4.9,7.6,-0.4
O=C(CCNS(=O)(=O)c1ccc(Br)cc1)N1CCCCCCC1,12.0,-4.5,-4.1,13.1,2.8,-0.7,5.6,0.9
CCc1cc(=O)oc2cc(C)cc(O)c12,-18.9,1.8,5.2,-3.9,-10.3,6.1,10.1,0.1
C[C@H](CO)N1C[C@H](C)[C@@H](CN(C)C(=O)Nc2ccc3c(c2)OCO3)Oc2ccc(NS(=O)(=O)c3ccc(F)cc3)cc2C1=O,22.2,3.2,8.6,-14.2,-2.0,12.7,3.8,-1.7
CCOC(=O)C(/C(C)=N/NC(=O)c1ccccc1[N+](=O)[O-])C(C)C (stereo not drawn),-24.6,-4.7,4.2,-4.1,-3.0,2.6,-0.2,-1.7
Cc1ccc(CNS(=O)(=O)NCc2ccccc2)cc1,18.7,-3.1,2.4,-3.2,-5.8,1.5,5.3,1.2
CC(=O)CC(CC(=O)NC1CCCCC1)c1ccccc1 (stereo not drawn),5.9,-5.5,-0.2,-22.4,-1.3,-2.4,1.0,0.0
COc1ccc(N=C2SC(CC(=O)Nc3ccccc3)C(=O)N2Cc2ccccn2)cc1 (stereo not drawn),-4.2,-2.1,4.4,12.7,-11.1,6.8,1.9,-1.7
CC1(C)CC(=O)C=C(OC(=O)c2ccc(Cl)cc2)C1,12.8,11.4,-2.4,-2.3,-6.6,17.2,-11.3,-0.7
Cc1ccc(C(=O)N2CCN(S(=O)(=O)c3ccccc3[N+](=O)[O-])CC2)o1,13.7,-6.2,5.5,-12.8,-11.6,-9.4,2.8,2.0
Cc1ccc(C)c(CSc2nnc(C)c(=O)n2N)c1,11.3,-1.4,2.8,-1.9,5.2,-17.3,0.6,0.2
O=C(N/N=C/c1ccncc1)c1nc2ccccc2c(=O)[nH]1,9.4,-8.8,6.0,-15.3,-9.6,27.2,-2.3,2.4
S=C(/N=c1/sccn1Cc1ccccc1)NC1CC1,0.1,-4.9,-3.6,11.4,-7.3,-2.8,-3.0,-10.2
COc1ccc(-c2nc3nc(N)nn3cc2C)cc1F,-422.1,0.0,-7.8,1.0,-18.2,-2.2,-6.5,0.7
CC1=CC2=NCC(O)CN2C=C1 (stereo not drawn),-31.7,-11.6,-4.4,-20.7,2.8,-2.6,5.0,0.0
O=C(O)COCc1nc2ccccc2s1,22.2,-6.0,-6.1,-21.3,3.0,18.7,-2.7,2.5
Cc1cc(C)c(C)c(S(=O)(=O)N2C(=S)NC(=O)C2C(C)C)c1C (stereo not drawn),18.0,-1.1,4.8,4.5,-2.4,18.9,7.8,0.8
COc1ccc(NC2CCCN(C(=O)c3ccc(OC)o3)C2)cc1 (stereo not drawn),-3.0,-0.3,10.9,-3.9,-7.1,2.5,-4.3,3.4
COCCn1c(-c2ccc(Cl)cc2)cnc1SCC(=O)NCCc1ccc(OC)c(OC)c1,-0.7,-4.3,-10.6,-8.1,-14.7,16.5,-6.3,-1.3
COC(=O)Cn1cc(/C=C(/C#N)C(=O)N2CCOCC2)c2ccccc21,-8.7,0.5,-2.7,-9.5,-11.1,-5.2,-7.1,-7.7
O=C(/C=C/c1ccc2c(c1)OCO2)NCCS(=O)(=O)N1CCN(c2ccc(F)cc2)CC1,-249.1,-4.9,5.7,6.5,-4.4,1.3,2.4,-0.1
CN(c1ccccc1C(=O)Nc1ccc(S(=O)(=O)N2CCOCC2)cc1)S(=O)(=O)c1ccccc1,0.6,7.0,8.5,8.3,9.1,-9.5,-9.2,0.8
O=C(CCn1cnnn1)Nc1ccccc1F,3.8,-6.7,1.9,-4.7,20.9,11.7,6.2,0.9
Cn1nc(CC(=O)Nc2ncc(Br)s2)c2ccccc2c1=O,10.8,5.7,17.1,15.6,-7.8,-5.6,-0.2,3.2
CN(C)S(=O)(=O)c1ccc(Cl)c(NC(=O)CN2C(=O)NC3(CCc4ccccc43)C2=O)c1 (stereo not drawn),7.1,-2.3,2.7,-0.3,-4.2,11.5,8.4,-2.0
COC(=O)c1ccc(OS(=O)(=O)c2ccc(NC(C)=O)cc2)cc1,15.9,-3.3,-3.7,9.5,-14.7,-6.5,-8.6,-0.3
COc1ccc(CN2CCC(N3CCC(C(=O)N4CCOCC4)CC3)CC2)c(F)c1,11.1,-6.0,14.5,-5.1,-0.2,-11.9,6.1,-4.5
CCOC(=O)C1CCCCN1C(=O)c1cc2ccc(OC)cc2c2cc(OC)c(OC)cc12 (stereo not drawn),-61.1,-0.8,x,x,x,-1.8,x,3.2
Clc1ccc(CNCCCSc2ncccn2)cc1Cl,13.1,5.2,-7.1,-5.7,-0.3,11.4,-3.7,0.5
O=C1CN(C(=O)CNCc2ccccc2)c2ccccc2N1,16.5,-7.5,-7.3,-2.8,-10.0,3.2,-6.5,0.0
C=CCN=C(NC#N)SCc1ccccc1,27.0,4.5,-5.7,15.0,-9.8,-5.2,-0.3,-0.8
Cc1ccc(NC2CC(=O)N(c3cccc([N+](=O)[O-])c3)C2=O)cc1 (stereo not drawn),6.9,0.5,3.9,-4.4,11.6,13.9,5.5,3.4
COc1ccccc1CCNC(=O)c1cccc(S(=O)(=O)NCc2ccccc2)c1,10.8,-4.3,1.7,7.6,0.5,7.7,17.0,-1.2
O=C(C1CC1)N1CCc2cc(Br)cc(S(=O)(=O)NCCCN3CCCC3)c21,20.6,0.2,4.9,6.4,-6.4,17.0,-0.7,-2.3
COC/C=C/C1=CC2=CC(=O)C(C)(OC(=O)c3cnc4ccccc4n3)C(=O)C2=CN1CCc1ccccn1 (stereo not drawn),x,x,-0.6,26.2,11.7,x,-3.1,x
O=C1N[C@@H](Cc2c[nH]c3ccccc23)COC(=O)[C@@H](Cc2ccc(F)cc2)C/C=C\C[C@H]1CC(=O)N(CCO)Cc1ccccc1,13.7,6.2,-4.3,26.7,-4.9,18.8,-7.9,0.3

# Whole records as entered above. Values in the order: SENP8 block-1	HKDC1 inh	SENP7 inh	Apaf1 inhib	SENP6 block	PfG6PD inh	SENP8 block-2	SENP1 FRET inh
# Shown for `C=CCN=C(NC#N)SCc1ccccc1` → 27.0	4.5	-5.7	15.0	-9.8	-5.2	-0.3	-0.8
# Shown for `O=C1CN(C(=O)CNCc2ccccc2)c2ccccc2N1` → 16.5	-7.5	-7.3	-2.8	-10.0	3.2	-6.5	0.0
# Shown for `Clc1ccc(CNCCCSc2ncccn2)cc1Cl` → 13.1	5.2	-7.1	-5.7	-0.3	11.4	-3.7	0.5

# High-throughput results deposited in PubChem by Sanford-Burnham Center for Chemical Genomics.

# Hits appear at their usual frequency. About 3.6% of those tested had a hit in this group.
